Screening data from PubChem BioAssay.
Tn7 DDE FP: DD(E)-Tn7 binding inhibition, primary FP screen. hit rate 0.13% among 370,000. FP displacement of FITC-Tn7 peptide from fibrin DD(E); 0% = median of compound wells per plate. inhibition, % at 8.3 µM;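 active = inhibition above the mean of compounds falling within the control limits plus 3 SD of them, cut at about 14% in these data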;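 also: 0% = plate median of compound wells and 100% = 10 µM Aha-Tn7 peptide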
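Assay system: Human clot-derived fibrin DD(E) complex | Buffer or medium: Tris/NaCl/CaCl2 buffer, pH 7.8 | Repeats: One replicate per compound | Benchmarks: Aha-Tn7 high control | Measure: % inhibition scaled between sample-field median and high-control FP | Schedule: 10 min plus 3 h, room temperature | Signal: Fluorescence polarization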
KLK7 zymogen act: activates the human kallikrein-7 zymogen | activation, % at 7 µM | AID 652039 | P49862 | hit rate 0.9% among 370,000 | purified proKLK7, EDANS-DABCYL substrate fluorescence; 100% is mature enzyme control, 0% vehicle;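 active = activation above the mean of all tested compounds plus 3 SD, computed per campaign excluding outliers beyond control limits, cut at about 13% in these data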
ADAM17 inh: inhibits human ADAM17 | AID 720648 | hit rate 0.83% among 370,000 | recombinant ADAM17, EDANS/DABCYL FRET peptide cleavage | P78536 | inhibition, % at 6.95 µM;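 active = inhibition above the mean of compounds lying between control limits plus 3 SD, set per campaign, cut at about 8.5% in these data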;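 also: 0% = DMSO-only wells as the low control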
PLCg1 inh: PLC-gamma1 (human) inhibition, primary screen; inhibition, % at 12.2 µM; purified PLC-gamma1, fluorogenic substrate, fluorescence; hit rate 0.84% among 370,000; in the data active = inhibition above about 9.5%
ADAM10 inh: inhibitors of human ADAM10. hit rate 0.62% among 370,000. recombinant ADAM10, EDANS/DABCYL FRET peptide cleavage, 3 h. AID 720582. inhibition, % at 7 µM. O14672;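 active = inhibition above a per-campaign cutoff equal to the mean of compounds falling between control-based bounds plus 3 SD, cut at about 20% in these data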;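 also: 0% = DMSO wells while the 100% control is not disclosed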
Target sequence (O14672 214-748 limits assumed): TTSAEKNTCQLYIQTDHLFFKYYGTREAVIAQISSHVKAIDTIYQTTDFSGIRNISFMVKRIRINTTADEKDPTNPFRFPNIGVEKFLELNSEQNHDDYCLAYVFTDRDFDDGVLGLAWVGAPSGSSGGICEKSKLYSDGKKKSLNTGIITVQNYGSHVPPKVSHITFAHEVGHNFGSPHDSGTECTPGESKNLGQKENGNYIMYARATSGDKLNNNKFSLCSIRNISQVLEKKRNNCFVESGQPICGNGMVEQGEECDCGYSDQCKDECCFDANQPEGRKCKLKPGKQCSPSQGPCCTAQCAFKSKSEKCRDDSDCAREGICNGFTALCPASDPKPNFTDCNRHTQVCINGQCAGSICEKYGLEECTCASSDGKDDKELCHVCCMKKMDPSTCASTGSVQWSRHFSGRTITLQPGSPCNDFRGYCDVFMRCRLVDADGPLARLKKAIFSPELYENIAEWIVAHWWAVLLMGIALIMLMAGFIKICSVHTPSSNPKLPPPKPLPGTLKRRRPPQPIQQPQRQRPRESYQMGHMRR
LEDGF integ inh: blocks HIV-1 LEDGF/p75-dependent DNA integration; TR-FRET IN-LEDGF/p75 DNA integration, Eu/Cy5; inhibition, % at 3.7 µM; hit rate 0.64% among 370,000; AID 743269;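 active = inhibition above the screen-wide mean plus 3 SD, cut at about 13% in these data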;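 also: signal is the Cy5 over europium emission ratio at 671 and 618 nm; 0% = plate median of compound wells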
ASAP1 GAP inh: inhibitors of human ASAP1 ArfGAP activity. Q9ULH1. ASAP1-stimulated ARF1 GTP hydrolysis, GDP FP detection. inhibition, % at 16.5 µM. hit rate 0.19% among 360,000; in the data active = inhibition above about 25%;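 also: 0% = vehicle with enzyme and substrate and 100% = no enzyme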
Target sequence (Q9ULH1 325-724 limits assumed): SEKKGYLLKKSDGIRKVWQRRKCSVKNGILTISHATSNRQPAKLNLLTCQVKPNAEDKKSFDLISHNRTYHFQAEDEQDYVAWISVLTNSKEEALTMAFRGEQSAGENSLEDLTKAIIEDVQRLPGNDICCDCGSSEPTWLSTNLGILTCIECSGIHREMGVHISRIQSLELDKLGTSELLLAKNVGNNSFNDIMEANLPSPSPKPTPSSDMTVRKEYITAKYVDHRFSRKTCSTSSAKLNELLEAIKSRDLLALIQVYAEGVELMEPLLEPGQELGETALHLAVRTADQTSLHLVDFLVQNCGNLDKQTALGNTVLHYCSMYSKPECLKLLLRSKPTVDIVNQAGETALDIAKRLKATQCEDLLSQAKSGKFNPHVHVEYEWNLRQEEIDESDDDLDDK
DDE Tn6 FP inh: DD(E)-Tn6 binding inhibition, primary FP screen. hit rate 0.21% among 370,000. inhibition, % at 8.3 µM. Fibrin DD(E) TRITC-Tn6 fluorescence polarization displacement. P02675. AID 720509;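 active = inhibition above a per-campaign cutoff: mean of compounds within control limits plus 3 SD, cut at about 15% in these data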;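 also: 0% = median of all compound wells on the plate and 100% = blocking peptide control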
ARFGAP1 inh: inhibits rat ARF GTPase activating protein 1. Q62848. Arfgap1-stimulated ARF1 GTP hydrolysis, GDP FP detection. inhibition, % at 16.5 µM. hit rate 0.26% among 360,000. AID 651572;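 active = inhibition above a per-plate limit, mean inhibition of low control wells plus 3 SD, cut at about 25% in these data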;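 also: 0% = DMSO wells with enzyme and 100% = wells lacking Arfgap1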
Target sequence (Q62848 1-136 limits assumed): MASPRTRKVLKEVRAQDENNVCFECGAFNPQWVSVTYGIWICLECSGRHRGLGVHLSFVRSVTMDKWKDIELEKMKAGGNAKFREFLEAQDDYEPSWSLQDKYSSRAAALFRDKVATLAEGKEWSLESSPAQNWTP
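System: truncated rat Arfgap1 GAP domain / Medium: HEPES-based buffer, pH 7.5 / Also added: N-terminally truncated human ARF1-GTP substrate / Incubation: enzyme reaction 120 min at 25 °C after 20 min preincubation / Measured by: FP of antibody-bound GDP Alexa 633 tracer, ex 620/em 688 nm / Replicates: singlicate, each compound tested once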
TDP2 inh: TDP2 (human) inhibition, absorbance primary screen. inhibition, % at 12.8 µM. O95551. hit rate 0.34% among 370,000. recombinant TDP2, T5PNP hydrolysis, p-nitrophenol absorbance 415 nm;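 active = inhibition above the mean of all tested compounds plus 3 SD, set per campaign, cut at about 25% in these data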;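 also: 0% = DMSO with enzyme and 100% = buffer with substrate but no TDP2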
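Material: recombinant human TDP2; quantity: TDP2 enzyme at 120 nM final; medium: Tris-HCl pH 7.5 with MgCl2; compound: single concentration, 12.8 µM nominal, with 1% DMSO; incubation: 2 h enzyme incubation at 37 °C; signal: epi absorbance; measure: percent inhibition; benchmarks: high control without enzyme, low control DMSO plus TDP2; repeats: singlicate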
Numbers without * were called inactive.

SMILES	Tn7 DDE FP	KLK7 zymogen act	ADAM17 inh	PLCg1 inh	ADAM10 inh	LEDGF integ inh	ASAP1 GAP inh	DDE Tn6 FP inh	ARFGAP1 inh	TDP2 inh
CCN(CC)S(=O)(=O)c1ccc2c(c1)nc(SC(C)C(N)=O)n2-c1ccc(OC)cc1 (centres undefined)	0.6	0.6	0.7	3.5	13.7	-1.2	14.1	1.6	-4.1	8.5
O=C(CN1CCCN(S(=O)(=O)c2ccc(F)cc2)CC1)Nc1ccccc1Br	1.4	6.2	4.2	-1.5	9.3	-1.2	4.6	-0.1	11.7	-6.9
c1ccc(Nc2cccc(Nc3ccccc3)n2)cc1	4.2	-0.6	-6.9	-18.4	-20.9	-2.0	15.6	-1.4	2.0	5.7
COc1ccc(CCNC(=O)CCn2c(=O)c3ccccc3n(CC(=O)NCC3CCCO3)c2=O)cc1OC (centres undefined)	-0.4	0.2	-2.4	-71.1	-1.6	0.7	-5.3	7.1	-11.1	6.7
CC(C(=O)NC1C(=O)N2C(C(=O)O)=C(CSc3nnnn3C)CSC12)n1cc(Cl)cn1 (centres undefined)	8.9	-0.1	2.3	6.1	3.6	0.6	0.3	-4.1	-4.2	-14.2
CC(C)C(NC(=O)c1c(F)cccc1F)C(=O)NCc1ccc(S(=O)(=O)N2CCOCC2)cc1 (centres undefined)	4.7	0.4	-7.1	-1.6	-19.7	-4.6	-7.1	2.0	3.1	7.2
COc1ccc(C2=NOC(C(=O)Nc3ccc4c(c3)OCCO4)C2)c(OC)c1 (centres undefined)	8.0	0.9	-4.7	-1.9	1.6	-3.5	-1.6	2.5	0.6	20.7
O=C(OCc1nnc(-c2ccccc2)o1)c1cc([N+](=O)[O-])ccc1Cl	-0.8	0.3	-2.7	0.2	2.2	1.1	11.1	9.3	-1.2	13.1
CCOc1ccc(/C=N/OCC(=O)NCc2ccc3c(c2)OCO3)cc1OC	6.6	0.2	0.0	-1.3	-1.2	0.9	-5.9	6.7	-8.1	15.3
FC(F)(F)c1ccccc1/C=N/n1c(COc2ccccc2)n[nH]c1=S	7.5	-0.3	0.3	2.1	7.6	-2.5	13.9	7.0	2.9	-2.1
CCC(=O)Nc1ccc(C(=O)Nc2cccc(OC)c2)cc1	-4.3	-0.1	-4.8	-1.7	-9.6	-2.0	-13.0	-5.2	-0.6	-6.5
COc1cccc2sc3ccc(NCCC4CCCN4C)cc3c(=O)c12 (centres undefined)	-5.6	-0.5	-4.0	-85.2	-17.0	-2.1	18.8	1.0	7.9	3.2
CSc1ccc(NC(=O)/C=C/C(=O)O)cc1	4.0	-0.2	-5.6	-0.6	0.9	-6.6	-3.0	3.7	6.0	-10.7
COc1ccc(/C=N/NC(=O)C(=O)N2CCN(c3ccccc3OC)CC2)cc1	-0.8	0.0	-1.9	11.6*	3.7	4.4	-10.5	-5.6	2.6	7.8
CCOc1cc(/C=C2\C(=N)N3N=C(S(C)(=O)=O)SC3=NC2=O)ccc1OCCOc1cccc(OC)c1	0.0	-0.7	-6.1	-5.1	-14.3	1.4	-4.4	1.4	-4.8	13.0
CCN1CCN(S(=O)(=O)c2ccc(S(=O)(=O)NC3CC3)cc2)CC1	1.4	0.5	0.1	-1.5	-0.7	1.2	-6.1	-8.2	-3.3	15.7
O=C1c2ccccc2C(=O)N1CCCCN(C(=O)c1cccc([N+](=O)[O-])c1)c1ccc(Cl)cc1	-6.1	0.2	10.2*	6.2	25.8*	3.7	-7.5	-8.2	2.1	-5.2
O=S(=O)(Nc1ccccn1)c1ccc(Br)cc1	5.7	0.2	-9.3	-2.2	-19.8	0.0	5.7	-1.3	3.7	1.5
O=C1N=C(N2CCN(c3ccccc3)CC2)S/C1=C\c1cn[nH]c1-c1ccccc1	0.7	-0.1	1.1	-6.8	-2.1	-1.5	-2.3	-8.3	-7.4	-0.6
CC(C)CC(=O)NNC(=S)Nc1ccc(S(N)(=O)=O)cc1	-8.9	-0.9	3.6	4.4	10.9	7.5	-1.2	-0.9	-9.7	-7.4
O=C(O)[C@H]1CCCC[C@H]1C(=O)Nc1ccc(Nc2ccccc2)cc1	1.1	1.2	-0.4	-4.1	4.4	-1.7	-8.9	6.1	-0.2	5.0
O=C(Nc1ncc(Cc2ccccc2Cl)s1)c1ccc([N+](=O)[O-])cc1	-5.5	-0.3	-3.8	4.9	-6.2	0.1	-4.3	-2.5	11.8	3.8
O=C(Nc1ccc(Br)cc1Cl)NC1CC1	-0.5	0.2	1.2	-1.4	4.9	-5.9	1.3	8.8	1.1	-7.4
O=Cc1cc([N+](=O)[O-])ccc1N1CCOCC1	-11.4	-1.0	-2.5	3.0	-0.2	13.1	8.7	3.2	10.1	-7.4
O=C(CCS(=O)(=O)c1ccc(Br)cc1)N1CCN(Cc2ccccc2)CC1	-7.0	0.6	-0.6	4.9	7.5	-4.1	-1.1	5.1	-1.2	-9.2
CC(=O)Nc1ccc(S(=O)(=O)NCc2cc(=O)n(C)c(=O)n2C)cc1	-5.8	-0.3	-4.4	3.4	-9.9	-3.0	0.0	-3.1	4.6	14.0
Cc1c(C(=O)OCC(=O)NCc2ccco2)oc2ccccc12	3.7	0.1	-1.6	-4.0	-8.2	-0.6	-10.3	1.2	-11.9	-1.2
CCOCCCNC(=O)c1ccc(OC)cc1	-4.4	-1.0	0.1	6.9	-2.2	1.2	2.1	-4.3	-2.8	-12.2
O=C(O)CN(c1cccc(C(F)(F)F)c1)S(=O)(=O)c1ccccc1	4.1	0.4	-0.9	-0.2	0.7	5.0	-2.4	-4.0	-6.2	8.0
O=C(CSc1nc2c(c(=O)[nH]1)CCC2)Nc1cccc(Cl)c1	2.5	0.6	-4.1	0.8	5.7	-1.3	0.1	5.0	-6.0	-1.0
Cc1nnc2c3ccccc3c(-c3ccccc3)nn12	-5.3	0.3	-7.6	-6.0	-16.1	1.8	-2.3	2.9	-4.2	-0.7
O=C(CCCNS(=O)(=O)c1cccs1)N1CCc2ccccc2C1	-0.3	0.3	-4.8	-1.0	-0.9	-1.3	-1.2	-4.9	17.8	3.5
C=CCNC(=O)C1CC(=O)N(c2ccc(OCC(=O)Nc3ccc(OC)cc3)cc2)C1 (centres undefined)	-4.3	-0.9	0.8	-1.4	-0.1	-0.7	-1.1	-2.2	8.0	5.8
COc1cccc(-c2noc(Cn3nc(C)c([N+](=O)[O-])c3C)n2)c1	1.2	-0.1	-1.7	2.4	2.3	1.0	-1.6	4.5	-5.3	-1.1
COc1ccc(NC(=O)CCC(=O)c2cccs2)cc1S(=O)(=O)Nc1ccc(Cl)cc1	-0.9	0.0	6.7	1.0	15.4	3.0	-5.6	2.9	8.8	4.1
CCOC(=O)/C=C/[C@H]1CCc2cccc(Cl)c2O1	1.8	0.1	-2.2	-1.3	7.7	-3.0	-2.8	-1.5	10.3	10.4
O=S(=O)(NNc1ccc(F)cc1F)c1cccc(Cl)c1	7.1	0.1	-0.3	-7.3	-5.0	-2.3	5.0	0.6	-5.2	3.3
CCN1C(=O)/C(=C\N(C(C)=O)c2ccccc2)OC1=S	-3.8	2.6	2.9	1.5	1.5	3.6	0.6	-7.2	1.3	-14.8
COC(=O)C1CCN(Cc2ccc(OCCCN3CCN(c4ccc([N+](=O)[O-])cc4)CC3)cc2)CC1	2.6	-0.7	-1.4	2.9	3.0	-0.5	4.0	-0.3	0.7	2.0
CCCCCN1CC(O)=C(c2nc3ccccc3[nH]2)C1=N	5.1	-0.2	10.4*	1.8	11.3	6.5	-5.8	4.7	0.6	-2.2
CCOC(=O)c1ccc(-c2c(C(=O)OCC)oc3cc(O)c(CC)cc3c2=O)o1	5.5	1.9	0.8	-3.5	5.0	-0.8	5.5	-3.7	-2.2	5.6
Cc1ccc(/C=N/N=C2/NC(=O)C(CC(=O)Nc3ccccc3)S2)o1 (centres undefined)	-8.3	0.2	-0.6	3.5	6.4	-4.6	0.9	2.5	1.8	-5.4
COc1ccc(-n2cc(CN3CCC(OC)CC3)c(-c3cccc(F)c3)n2)cc1	2.1	-0.6	-5.6	0.1	-8.3	0.2	0.1	-6.2	13.6	3.0
Nc1c(C(=O)NC2CCCC2)c2nc3ccccc3nc2n1N	-13.1	-0.3	-9.1	-18.3	-15.8	3.9	-1.6	0.7	1.3	-1.6
CS(=O)(=O)N(CC(=O)N1CCCC1)c1cc(Cl)ccc1Cl	1.0	0.2	-2.8	-1.9	0.0	1.3	6.1	-2.6	-9.0	-11.8
O=C(NNS(=O)(=O)c1ccc([N+](=O)[O-])cc1)c1ccncc1	1.1	0.0	-1.2	0.4	4.2	-2.0	-14.3	-1.8	-12.8	9.1
O=C(c1ccc(NC(=S)NCc2ccco2)cc1)N1CCCCC1	3.6	0.4	-3.2	-3.4	-3.8	-0.2	-1.2	5.3	-1.1	6.5
CCC(=O)Nc1ccc(C(=O)NNC(=O)c2cccc(C)c2)cc1	2.5	0.1	-0.7	2.1	0.9	3.7	4.0	0.7	10.0	-12.3
C=CCc1cc(/C=N\NC(=O)CSc2nnc(CCCc3ccc(OC)c(C)c3)o2)cc(OC)c1O	3.7	0.1	3.9	-2.6	6.7	-2.1	5.5	5.4	-2.7	2.6
Cc1c(C(=O)N2CCOCC2)c(S(=O)(=O)Nc2ccccc2)c(C)n1C	-0.7	-0.3	3.8	2.0	-4.1	-1.8	-22.1	6.1	-13.6	1.5
CCC1CCCCN1Cc1cc(OC)c(O)c([N+](=O)[O-])c1 (centres undefined)	1.6	0.2	2.9	4.6	5.0	4.2	0.9	-5.5	2.2	-9.8
CCN(Cc1ccccc1)C(=O)COC(=O)CNC(=O)c1ccc(C)s1	7.5	-0.3	-3.3	-1.7	2.2	1.6	-15.3	5.0	3.6	-0.1
COC(=O)CCCNC(=O)c1ccccn1	5.1	-0.5	-5.0	-1.9	-6.5	-0.9	8.2	-0.7	-4.7	-1.4

Whole records, quoted from the list. Order of values: Tn7 DDE FP | KLK7 zymogen act | ADAM17 inh | PLCg1 inh | ADAM10 inh | LEDGF integ inh | ASAP1 GAP inh | DDE Tn6 FP inh | ARFGAP1 inh | TDP2 inh
CCC1CCCCN1Cc1cc(OC)c(O)c([N+](=O)[O-])c1 (centres undefined) is listed as 1.6 | 0.2 | 2.9 | 4.6 | 5.0 | 4.2 | 0.9 | -5.5 | 2.2 | -9.8
O=C(c1ccc(NC(=S)NCc2ccco2)cc1)N1CCCCC1 is listed as 3.6 | 0.4 | -3.2 | -3.4 | -3.8 | -0.2 | -1.2 | 5.3 | -1.1 | 6.5
Cc1c(C(=O)N2CCOCC2)c(S(=O)(=O)Nc2ccccc2)c(C)n1C is listed as -0.7 | -0.3 | 3.8 | 2.0 | -4.1 | -1.8 | -22.1 | 6.1 | -13.6 | 1.5
